Assay outcomes (PubChem)
DAX1 inh-1 – blocks DAX1 repression of SF-1 activated StAR promoter | HEK293T StAR-luciferase reporter, SF-1/DAX-1 repression relief | inhibition, % at 6.8 µM | 1.1% of 370,000 active | AID 652010;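 active = inhibition above the mean over all tested compounds plus 3 SD, cut at about 3.6% in these data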;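 also: 0% = DAX-1 cells with DMSO and 100% = cells lacking DAX-1 with DMSO; higher inhibition means more luminescence from relief of DAX-1 repression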
NPR1 activator – GC-A (human) enzyme activation | P16066 | HEK293 GC-A cells, cGMP TR-FRET, EC30 ANP; 0% at EC30 ANP, 100% saturating ANP | activation, % at 10 µM | 0.14% of 370,000 active; in the data active = activation above about 40%
proKLK7 act – proKLK7 (human) activation, primary screen; P49862; purified proKLK7, EDANS-DABCYL substrate fluorescence; 100% is mature enzyme control, 0% vehicle; activation, % at 7 µM; 0.9% of 370,000 active;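 active = activation above the mean of all tested compounds plus 3 SD, computed per campaign excluding outliers beyond control limits, cut at about 13% in these data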
HGIII-sPLA2 inh – Blocks human group III sPLA2 activity; inhibition, % at 12.2 µM; QFRET BODIPY PC-A2 liposome hydrolysis, fluorescence; 0.56% of 370,000 active; AID 743126;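 active = inhibition above mean plus 3 SD of compounds lying within the high and low control bounds, cut at about 19% in these data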;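 also: 0% = median of test compound wells and 100% = no enzyme DMSO wells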
Target sequence (Q9NZ20 whole entry, looked up): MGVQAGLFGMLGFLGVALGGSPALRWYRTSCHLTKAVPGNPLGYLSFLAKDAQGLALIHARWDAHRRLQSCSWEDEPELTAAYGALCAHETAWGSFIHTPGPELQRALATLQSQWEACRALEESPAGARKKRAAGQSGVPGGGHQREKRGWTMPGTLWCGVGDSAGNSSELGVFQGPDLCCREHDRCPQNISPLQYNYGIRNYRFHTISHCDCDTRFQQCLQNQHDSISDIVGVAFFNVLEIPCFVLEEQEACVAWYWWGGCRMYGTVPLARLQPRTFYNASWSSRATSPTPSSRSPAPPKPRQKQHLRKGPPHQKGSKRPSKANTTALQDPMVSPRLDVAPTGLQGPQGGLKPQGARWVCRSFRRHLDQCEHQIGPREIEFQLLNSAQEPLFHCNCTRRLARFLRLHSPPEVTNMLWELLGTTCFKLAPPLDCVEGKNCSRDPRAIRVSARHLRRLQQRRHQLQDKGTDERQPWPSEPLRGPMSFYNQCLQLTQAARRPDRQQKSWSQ
hgDAF12 agonist – activates the H. glycines DAF-12 receptor ligand-binding domain. HEK293 GAL4-hgDAF12 UAS-luciferase reporter, agonist luminescence; normalized to butyrate control. AID 687014. 1.8% of 370,000 active. activation, % at 6.8 µM;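 active = activation above a cutoff set at the mean of all screened compounds plus 3 SD, cut at about 10% in these data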;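 also: 0% = DMSO wells and 100% = sodium butyrate wells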
GC-B act – GC-B (human) receptor activation; activation, % at 10 µM; 0.11% of 370,000 active; P20594; HEK293-GC-B cells, CNP EC30, cGMP TR-FRET; 0% at EC30 CNP, 100% saturating CNP;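 active = activation at 10 µM reaching about 35% in either raw or pattern-adjusted values, limit read from the data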
ssDAF-12 act – activates DAF-12 receptor from parasite S. stercoralis. activation, % at 6.8 µM. 1% of 370,000 active. HEK293 ssDAF-12/GRIP1 lit1-tk-luc reporter, luminescence; % of 3 µM dafachronic acid response;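 active = activation above the mean over all tested compounds plus 3 SD, cut at about 0.9% in these data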;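 also: 0% = DMSO-only wells and 100% = 3 µM delta7-dafachronic acid wells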
FXN GAA850 act – frataxin GAA850 promoter activation. activation, % at 6 µM. AID 540364. 0.56% of 360,000 active. HEK293 lucGAA850 FXN promoter luciferase reporter, 24 h; percent of 10 µM SAHA response;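 active = activation above the average of all compounds screened plus 3 SD, cutoff fixed separately per campaign, cut at about 7.5% in these data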;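 also: 0% = DMSO wells and 100% = 10 µM SAHA wells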
hcDAF12 agonist – H. contortus DAF-12 activation, primary screen; HEK293 hcDAF-12 lit1-tk-luc reporter, luminescence; 0% DMSO, 100% Δ7-dafachronic acid; 1.4% of 370,000 active; activation, % at 6.8 µM;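 active = activation above the mean of all tested compounds plus 3 SD, cut at about 5.5% in these data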;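 also: 100% = response to 3 µM Δ7-dafachronic acid high control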
SMARCA2 activ – SMARCA2 function activation, primary screen; 1% of 370,000 active; AID 652017; activation, % at 9.1 µM; MG213 cells, MMTV-luciferase reporter, dexamethasone, overnight; in the data active = activation above about 7.8%;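 also: 0% = vehicle wells and 100% = reference activator wells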
DAX1 inh-2 – inhibitors of human orphan nuclear receptor DAX1 (NR0B1). AID 504766. HEK293 Gal4-DAX1 luciferase reporter, luminescence. inhibition, % at 6.75 µM. P51843. 0.99% of 340,000 active;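 active = inhibition above the mean over all tested compounds plus 3 SD, cut at about 4.2% in these data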;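 also: 0% = DAX1-transfected cells with DMSO and 100% = empty-vector control cells with DMSO; inhibition shows as a rise in luminescence from relieved DAX1 repression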
Target sequence (P51843 207-470 limits assumed): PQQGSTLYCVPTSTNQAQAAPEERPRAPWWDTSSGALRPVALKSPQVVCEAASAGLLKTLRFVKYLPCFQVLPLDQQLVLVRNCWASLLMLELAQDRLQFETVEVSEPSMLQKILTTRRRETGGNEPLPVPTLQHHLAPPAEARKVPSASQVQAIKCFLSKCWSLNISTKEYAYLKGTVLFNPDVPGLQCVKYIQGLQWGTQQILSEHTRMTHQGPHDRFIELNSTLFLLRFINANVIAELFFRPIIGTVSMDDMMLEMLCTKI
* = called active by the depositor; . = no result given.

Values in the order: DAX1 inh-1	NPR1 activator	proKLK7 act	HGIII-sPLA2 inh	hgDAF12 agonist	GC-B act	ssDAF-12 act	FXN GAA850 act	hcDAF12 agonist	SMARCA2 activ	DAX1 inh-2
CCNC(=O)NC(=O)CSc1nc2ccccc2n1CC(C)C
  -0.4	0	0.7	-9	-2.6	0	-0.8	-1.4	-0.2	0	0.4
CCC(c1nnnn1-c1c(C)cccc1C)N1CCN(CC)CC1 (configuration not stated)
  1.1	1	0.7	1	0.0	-1	-1.2	.	-0.4	-2	.
CCN(CC)CCCN=Cc1c(O)n(-c2ccccc2C)c(=O)c2ccccc12
  0.1	0	8.2	-4	0.0	0	-2.1	1.0	-0.8	1	1.4
O=C(CSc1ncn(-c2ccccc2)n1)Nc1ccc(Br)cn1
  0.7	-1	0.3	-6	-1.1	-10	-0.4	0.1	-0.7	-1	0.6
Cn1c(SCC(=O)n2c3c(c4ccccc42)CCCC3)nnc1-c1ccccc1
  0.4	-28	0.0	-8	2.2	-16	-1.2	-1.8	-0.8	-5	0.5
COc1ccccc1CNC(=O)COC(=O)c1nc(Cl)ccc1Cl
  -0.3	1	0.2	4	-0.8	3	-0.7	-0.1	-0.9	3	1.0
COc1ccc2[nH]c(C(=O)O)c(CCN3C(=O)c4cccc([N+](=O)[O-])c4C3=O)c2c1
  1.0	1	-0.2	7	-0.9	1	-1.0	5.4	-0.4	-3	3.7
COc1ccc(C)c(S(=O)(=O)Nc2ccc(OCC(=O)O)cc2)c1
  -1.2	-2	0.1	-3	3.0	-3	-0.8	2.1	0.2	-1	-0.3
CCOC(=O)N1CCN(CC(O)COC2CC(C)CC(C)(C)C2)CC1 (configuration not stated)
  -0.3	-5	0.4	3	-0.9	-4	-1.2	0.4	-1.1	0	-1.3
Cc1cc(C)nc(SCc2cn3cc(Cl)ccc3n2)n1
  0.2	6	0.2	21*	-1.0	7	-1.4	0.2	0.6	2	-0.5
CCOC(=O)Cc1csc(NC(=O)c2cccc(N3C(=O)CCC3=O)c2)n1
  -0.2	6	1.0	4	-0.6	0	-1.5	-1.8	-1.6	-1	1.2
COc1ccccc1Cc1c(-c2ccc(OC)c(OC)c2)nc2c(C)cc(Br)cn12
  -1.0	-4	0.2	3	0.8	-1	-0.5	.	0.5	-4	.
COc1ccc(NC(=O)C(NC(=O)c2ccccc2)C(C)C)cc1 (configuration not stated)
  0.9	5	-0.2	1	-1.5	3	-1.4	-0.3	-1.1	0	0.2
CCc1cc2c(SCC(=O)c3ccc(C)cc3)ncnc2s1
  -0.6	-7	0.2	-7	-2.3	3	-1.4	0.7	-0.3	0	1.0
OCCCn1c(C2CCCN2c2nc(-c3ccc(Cl)cc3)cs2)nc2cc(C(F)(F)F)ccc21 (configuration not stated)
  -0.3	0	-0.4	2	0.6	0	-1.4	1.1	0.7	0	0.4
CC1CCN(c2c(NCC3CCC(C(=O)Nc4ccccn4)CC3)c(=O)c2=O)CC1 (configuration not stated)
  -0.1	-3	0.6	-3	-1.4	-10	-1.2	-2.1	-0.1	0	0.3
O=C(/C=C/c1cccs1)c1cc(Cl)ccc1O
  -0.6	0	-0.7	-5	-1.9	-6	-1.0	1.0	0.7	-2	0.8
COc1cccc(-c2c(C(=O)N/N=C/c3ccoc3)nnn2-c2nonc2N)c1
  -0.2	1	0.3	-10	-2.3	0	-0.3	1.6	-0.7	-1	-0.3
CCOC(=O)N1CCN(C(=O)CN(c2cccc(C)c2)S(=O)(=O)c2ccc(C)cc2)CC1
  1.4	3	-0.1	2	-1.3	2	-0.8	1.3	-1.1	2	0.2
COc1ccc(/C=C2\SC(=S)N(CCC(=O)Nc3cccc(O)c3)C2=O)cc1
  0.9	-3	-0.3	-4	2.1	-6	-0.8	-4.0	0.4	0	4.8*
C=CCSc1nc2ccccc2c2nc(-c3ccccc3)nn12
  0.1	-3	-0.4	2	2.7	-7	-0.2	2.4	1.7	-1	4.7*
CCc1ccc(NC(=O)COc2ccc(F)cc2C(=O)c2cnn(-c3ccccc3)c2)cc1
  2.3	-5	0.4	3	18*	-6	0.8	4.4	12*	-1	2.3
CCOCCCNC(=O)CCSc1ccc(C)cc1
  0.9	-2	0.3	5	0.0	1	-1.4	-0.3	-0.1	-5	0.6
COCC(=O)N(C)C[C@H]1Oc2ncc(Br)cc2C(=O)N([C@@H](C)CO)C[C@H]1C
  0.1	2	0.8	3	-0.3	-1	-0.3	-2.5	-0.6	2	1.7
CCOCCOC(=O)c1ccc(-n2cnc(C)n2)nc1
  0.3	-2	-0.8	9	0.8	2	-0.6	1.0	-1.2	-4	0.3
O=C(O)Cc1ccc(NC(=O)c2cccs2)cc1
  0.0	-5	-0.6	0	-0.3	9	-1.7	-0.5	0.0	1	0.7
COC(=O)C[C@@H]1C=C[C@@H](NC(=O)NC2CCCC2)[C@@H](CO)O1
  0.3	4	0.8	15	-1.2	3	-0.2	.	1.0	-3	.
Nc1nnc(CCCCCCCCCCc2nnc(N)s2)s1
  -1.5	4	0.5	-8	-7.6	2	-2.4	0.1	-5.8	-2	-1.9
O=C(Cn1ccc2cc(S(=O)(=O)N3CCCCC3)ccc21)NCc1ccccc1F
  -1.5	3	1.1	-7	-0.3	0	-0.3	0.7	-1.3	3	0.4
O=C(NCCc1ccc(Cl)cc1)c1cccc(S(=O)(=O)N2CCCC2)c1
  -0.2	2	0.8	-5	0.7	-3	-1.1	-1.2	0.2	0	-1.1

Compounds shown so far containing a Cl atom, in the order listed:
Values in the order: DAX1 inh-1	NPR1 activator	proKLK7 act	HGIII-sPLA2 inh	hgDAF12 agonist	GC-B act	ssDAF-12 act	FXN GAA850 act	hcDAF12 agonist	SMARCA2 activ	DAX1 inh-2
COc1ccccc1CNC(=O)COC(=O)c1nc(Cl)ccc1Cl
  -0.3	1	0.2	4	-0.8	3	-0.7	-0.1	-0.9	3	1.0
Cc1cc(C)nc(SCc2cn3cc(Cl)ccc3n2)n1
  0.2	6	0.2	21*	-1.0	7	-1.4	0.2	0.6	2	-0.5
OCCCn1c(C2CCCN2c2nc(-c3ccc(Cl)cc3)cs2)nc2cc(C(F)(F)F)ccc21 (configuration not stated)
  -0.3	0	-0.4	2	0.6	0	-1.4	1.1	0.7	0	0.4
O=C(/C=C/c1cccs1)c1cc(Cl)ccc1O
  -0.6	0	-0.7	-5	-1.9	-6	-1.0	1.0	0.7	-2	0.8
O=C(NCCc1ccc(Cl)cc1)c1cccc(S(=O)(=O)N2CCCC2)c1
  -0.2	2	0.8	-5	0.7	-3	-1.1	-1.2	0.2	0	-1.1

(list continues)
Values in the order: DAX1 inh-1	NPR1 activator	proKLK7 act	HGIII-sPLA2 inh	hgDAF12 agonist	GC-B act	ssDAF-12 act	FXN GAA850 act	hcDAF12 agonist	SMARCA2 activ	DAX1 inh-2
Cc1ccc(SCC(=O)OCC(=O)NCCc2ccc(S(N)(=O)=O)cc2)c(C)c1
  0.1	-2	-0.1	-5	1.4	3	-1.5	-1.6	1.6	-2	-0.7
CCN(CC)Cc1c(O)ccc2c(=O)c(-c3ccccc3Cl)coc12
  0.2	8	40*	0	0.2	4	-0.5	0.6	-1.0	-1	-0.1
O=C(CCC1CCN(Cc2ccccc2Cl)CC1)NC1CC1
  -0.1	0	0.3	1	-0.4	3	-0.7	0.5	-0.5	3	-0.7
Cc1cc(C)n2nc(SCc3cccc(F)c3)nc2n1
  0.0	2	0.3	-2	0.3	5	-0.9	-0.3	-3.7	-1	-2.3
COc1ccc(-c2cc(CN3C(=O)c4ccccc4C3=O)on2)cc1
  -0.1	4	0.3	2	-1.3	0	-0.9	4.0	-0.3	6	-0.9
Cc1cc(CN2CCCC(C(=O)Nc3ccc(-c4nc5ccccc5[nH]4)cc3)C2)n[nH]1 (configuration not stated)
  1.7	5	0.5	-10	5.5	8	-0.7	1.7	0.4	10.0*	0.2
CCOC(=O)c1c(-c2ccc(C)o2)csc1NC(=O)CSc1nnnn1-c1ccccc1
  0.1	8	0.5	-22	-3.9	2	-1.9	0.4	-1.1	-3	-2.5
O=c1cc(-c2ccco2)oc2c1ccc1ccccc12
  0.4	6	-2.1	-4	2.4	14	-1.1	2.1	-1.1	-2	-0.6
CCCNC(=O)C1(C)CCN1C(=O)Cc1ccc(C(C)(C)C)cc1 (configuration not stated)
  0.0	2	-0.3	3	-2.8	2	-1.1	-0.9	-2.6	-1	.
CCOC(=O)c1ccc(N/C=C/C(=O)c2ccc(OC)c(OC)c2)cc1
  -0.5	5	-50	-32	1.5	-4	-1.1	-0.7	-1.8	-1	-1.0

Single records (already shown). Screens in order: DAX1 inh-1 | NPR1 activator | proKLK7 act | HGIII-sPLA2 inh | hgDAF12 agonist | GC-B act | ssDAF-12 act | FXN GAA850 act | hcDAF12 agonist | SMARCA2 activ | DAX1 inh-2
Cc1cc(C)n2nc(SCc3cccc(F)c3)nc2n1 as listed: 0.0 | 2 | 0.3 | -2 | 0.3 | 5 | -0.9 | -0.3 | -3.7 | -1 | -2.3
CCCNC(=O)C1(C)CCN1C(=O)Cc1ccc(C(C)(C)C)cc1 (configuration not stated) as listed: 0.0 | 2 | -0.3 | 3 | -2.8 | 2 | -1.1 | -0.9 | -2.6 | -1 | .
CCOC(=O)c1c(-c2ccc(C)o2)csc1NC(=O)CSc1nnnn1-c1ccccc1 as listed: 0.1 | 8 | 0.5 | -22 | -3.9 | 2 | -1.9 | 0.4 | -1.1 | -3 | -2.5
